G9a inh – inhibitors of human histone lysine methyltransferase G9a; G9a H3K9 monomethylation, AlphaScreen, 2 h; Potency, µM (top dose mostly 102 µM), inactives show top-dose activity, negative = inhibition, hits mostly inhibitors; 350,000 compounds, 8.8% hits; AID 504332; also: % is scaled to controls: 0 for no effect and ±100 for the full control effect; nearly all actives have a fitted effect of over 75% in size
Target sequence (Q96KQ7 913-1193 limits assumed): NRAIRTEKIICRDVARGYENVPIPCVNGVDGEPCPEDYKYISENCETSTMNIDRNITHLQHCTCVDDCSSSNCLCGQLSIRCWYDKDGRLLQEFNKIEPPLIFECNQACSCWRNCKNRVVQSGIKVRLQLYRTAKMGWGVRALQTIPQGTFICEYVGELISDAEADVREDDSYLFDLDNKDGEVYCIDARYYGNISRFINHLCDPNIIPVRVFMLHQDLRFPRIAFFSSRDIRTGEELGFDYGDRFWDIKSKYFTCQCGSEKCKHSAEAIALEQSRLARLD
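Signal arises when biotinylated H3K9 peptide, once monomethylated, bridges streptavidin donor and antibody-captured acceptor beads. Enzyme at 20 nM was preincubated 15 min with test compounds; peptide 500 nM and SAM 20 uM then reacted for 2 h.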
BAZ2B inh – BAZ2B (human) inhibition | Q9UIF8 | AlphaScreen BAZ2B-H3K14Ac peptide displacement | Potency, µM (titrated, usually from 114 µM), without a hit: top-dose activity change, negative = inhibition, actives largely listed as inhibitors | 360,000 compounds, 4.4% hits; also: % is scaled to controls: 0 for no effect and ±100 for the full control effect; nearly all actives have a fitted effect of over 60% in size
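AlphaScreen displacement: compounds (up to 110uM) incubated 30 min at room temperature with a preformed 50 nM BAZ2B/50 nM biotinylated H3K14Ac peptide complex in PBS pH 7.4 with Tween-20. Donor and acceptor beads at 10 ug/mL final added, 20 min light-protected before reading.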
POLH inh – blocks human DNA polymerase eta activity | Q9Y253 | recombinant Pol eta, fluorescent DNA replication assay | Potency, µM (doses to about 114 µM), for inactives: at the top dose activity change, negative = inhibition, usual class: inhibitors | 390,000 compounds, 1.2% hits; also: % is scaled to controls: 0 for no effect and ±100 for the full control effect
Target sequence (Q9Y253 whole entry, looked up): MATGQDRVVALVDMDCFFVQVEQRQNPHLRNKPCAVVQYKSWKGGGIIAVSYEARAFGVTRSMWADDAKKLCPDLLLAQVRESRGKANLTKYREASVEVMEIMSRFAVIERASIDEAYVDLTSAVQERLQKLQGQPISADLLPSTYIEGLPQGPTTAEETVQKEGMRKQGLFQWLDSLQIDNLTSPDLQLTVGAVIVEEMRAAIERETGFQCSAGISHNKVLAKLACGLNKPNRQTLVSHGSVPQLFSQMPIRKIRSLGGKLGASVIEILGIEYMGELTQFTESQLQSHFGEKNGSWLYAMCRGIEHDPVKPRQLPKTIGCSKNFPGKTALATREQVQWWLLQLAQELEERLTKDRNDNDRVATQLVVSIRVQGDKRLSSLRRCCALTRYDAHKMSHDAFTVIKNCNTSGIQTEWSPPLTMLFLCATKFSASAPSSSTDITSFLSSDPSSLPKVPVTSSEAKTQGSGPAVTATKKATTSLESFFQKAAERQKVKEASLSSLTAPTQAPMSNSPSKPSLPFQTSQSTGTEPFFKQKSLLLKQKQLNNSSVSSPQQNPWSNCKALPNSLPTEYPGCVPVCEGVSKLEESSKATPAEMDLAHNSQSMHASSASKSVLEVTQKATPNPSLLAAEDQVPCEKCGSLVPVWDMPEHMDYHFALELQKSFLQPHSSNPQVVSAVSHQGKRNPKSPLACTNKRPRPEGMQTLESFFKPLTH
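Pol eta (10 nM) was preincubated with compounds for 15 min at room temperature, after which fluorescent replication substrate (50 nM final) was added to start the reaction. Fluorescence was read kinetically at 0 and 10 min.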
APE1 inh – inhibitors of human APE1 endonuclease. recombinant APE1, TAMRA/BHQ-2 abasic DNA cleavage fluorescence. 350,000 compounds, 0.35% hits. Potency, µM (doses to about 65.8 µM), inactives show top-dose activity change, negative = inhibition, hits mostly inhibitors. P27695. AID 2517;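 also: plate controls were vehicle for no effect and reference inhibitor for full effect; nearly all actives have a fitted effect of over 55% in size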
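Incision of a quenched TAMRA/BHQ-2 THF abasic-site duplex (50 nM) by 0.75 nM APE1, after 15 min compound preincubation, measured as fluorescence increase over three 60 s reads. Values normalized to buffer, DMSO and NSC13755 control wells.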
JMJD2A Tudor – JMJD2A Tudor domain (human) inhibition | Potency, µM (titrated, usually from 114 µM), without a hit: at the top dose activity change, negative = inhibition, actives largely listed as inhibitors | 390,000 compounds, 4.4% hits | AID 504339 | AlphaScreen JMJD2A-Tudor / H3K4me3 peptide binding; also: % is scaled to controls: 0 for no effect and ±100 for the full control effect; nearly all actives have a fitted effect of over 50% in size
Pol beta inh – inhibitors of human DNA polymerase beta; 340,000 compounds, 1.3% hits; Potency, µM (titrated, usually from 114 µM), without a hit: at the top dose activity change, negative = inhibition, usual class: inhibitors; Pol beta primer extension/strand displacement, fluorescence kinetic; also: % is scaled to controls: 0 for no effect and ±100 for the full control effect
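Values derive from four-parameter Hill fits of normalized kinetic data: reads at 0 and 10 min following addition of 50 nM substrate to 10 nM Pol beta preincubated 15 min with compound.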
Pol kappa inh – DNA polymerase kappa (human) inhibition; Q9UBT6; purified Pol kappa, fluorescent DNA synthesis assay, 10 min; Potency, µM (highest dose often 107 µM), without a hit: at the highest dose activity, negative = inhibition, actives largely listed as inhibitors; 400,000 compounds, 0.53% hits; also: % is scaled to controls: 0 for no effect and ±100 for the full control effect
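First, compounds were pin-transferred onto 10 nM Pol kappa. After 15 min at room temperature, substrate was added to 50 nM final. Fluorescence was then measured kinetically at 0 and 10 min.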
BLM helicase inh – inhibitors of human Bloom syndrome helicase BLM. P54132. 350,000 compounds, 0.2% hits. Potency, µM (top dose mostly 56.1 µM), for the others: top-dose activity change, negative = inhibition, actives largely listed as inhibitors. recombinant BLM DNA unwinding, fluorescence dequenching;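 also: plate controls were vehicle for no effect and no enzyme for full effect; nearly all actives have a fitted effect of over 35% in size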
Pol iota inh – inhibitors of human DNA polymerase iota; Pol iota fluorescent replication assay, 10 min; Potency, µM (doses to about 115 µM), inactives show at the highest dose activity, negative = inhibition, usual class: inhibitors; 390,000 compounds, 1% hits; Q9UNA4
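Pol iota at 10 nM preincubated 15 min with compounds at room temperature; reaction started with fluorescent substrate, 50 nM final. Fluorescence read kinetically at 0 and 10 min; buffer-only wells as negative control.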
Numbers without * were called inactive; ? = inconclusive; nt = no result given; [ ] = another dose, or the depositor's remark. Calls follow the shape of the dose curve; as a rule, active = well fitted curve in the direction sought with a large enough effect; inconclusive = small, poorly fitted or top-dose-only effect, or another doubt; inactive = no such curve, though single readings can be large; an effect the other way counts as inactive or inconclusive. Potency is read from the fitted curve at half-maximal effect. A portion of the library (hit frequency here may not be typical).

The opening 2 compounds, ahead of the listing:
SMILES | G9a inh | BAZ2B inh | POLH inh | APE1 inh | JMJD2A Tudor | Pol beta inh | Pol kappa inh | BLM helicase inh | Pol iota inh
CSCCC(NC(=O)c1ccccc1Cl)C(=O)N(C)Cc1cccs1 (stereo unspecified) | nt | -4% | -18% | -6% | -25% | -14% | -1% | -1% | 30%
O=C1c2cccc3c(O)ccc(c23)C(=O)N1c1ccc(Cl)cc1 | 45µM* | 11% | -18% | 78% | 9% | -24% | -26% | -2% | ?

The listing, from the start:
SMILES | G9a inh | BAZ2B inh | POLH inh | APE1 inh | JMJD2A Tudor | Pol beta inh | Pol kappa inh | BLM helicase inh | Pol iota inh
CSCCC(NC(=O)c1ccccc1Cl)C(=O)N(C)Cc1cccs1 (stereo unspecified) | nt | -4% | -18% | -6% | -25% | -14% | -1% | -1% | 30%
O=C1c2cccc3c(O)ccc(c23)C(=O)N1c1ccc(Cl)cc1 | 45µM* | 11% | -18% | 78% | 9% | -24% | -26% | -2% | ?
Cc1sc2ncn(CC(=O)N3CCN(c4ccc(F)cc4)CC3)c(=O)c2c1S(=O)(=O)N1CCN(c2ncccn2)CC1 | -33%[59 µM] | -11% | -14% | nt | -19% | 13% | -4% | -4% | 7%
CCOC(=O)c1ccc(NC(=O)COCc2cc(-c3ccc4c(c3)OCO4)on2)cc1 | 0%[59 µM] | 0% | -22% | nt | -2% | -19% | -13% | -7% | 18%
CCCC(=O)n1nc(NCc2ccc(OC)cc2)nc1NCc1ccc(OC)cc1 | 0% | -22% | -27% | 1% | 2% | -1% | -6% | -15% | 0%
OC(CN1CCCCC1)CN(c1ccccc1)c1ccccc1 (stereo unspecified) | 23%[59 µM] | 5% | -12% | -3% | -15% | -19% | -3% | 1% | -11%
CCOC(=O)c1sc(NC(=O)CN2C(=O)C3CC=CCC3C2=O)nc1C (stereo unspecified) | 6%[12.7 µM] | -5% | -15% | -3% | -18% | nt | -14% | nt | 23%
Cc1ccc(-n2nc(C(=O)O)cc2-c2ccc(Cl)cc2)cc1 | -34% | -3% | -13% | -5% | -10% | 10% | -5% | 0% | 110%[activator]
CC(=O)c1sc(NC(=O)COc2ccc(Cl)cc2Cl)nc1C | -16% | -16% | -11% | -12% | -7% | -7% | -6% | -5% | -2%
CN(C)S(=O)(=O)c1ccc(NS(=O)(=O)/C=C/c2ccccc2)cc1 | -31%[12.7 µM] | -10% | -10% | 23% | 0% | -16% | 1% | -4% | 10%
O=C(/C=C/c1ccc(Cl)cc1)N1CCN(CCN2C(=O)c3cccc4cccc(c34)C2=O)CC1 | nt | nt | 26% | nt | -12%[11.4 µM] | nt | 0% | nt | ?
O=C(CSc1nc2[nH]ncc2c(=O)[nH]1)Nc1ccccc1 | 4% | 4% | -7% | -3% | -5% | ? | -3% | -3% | -25%
O=C(COC(=O)CCNS(=O)(=O)c1ccccc1)NC(=O)Cc1ccccc1 | -7%[12.7 µM] | 3% | -12% | 28% | 10% | nt | 6% | nt | 23%
CCCCOc1ccc(Cc2cnc(N)nc2N)cc1 | nt | -7% | -20% | 17% | -28% | 30% | -13% | 1% | 58%[activator]
COc1ccc(Br)cc1C(=O)Nc1ccc(NC(=O)c2ccco2)cc1 | -47%[59 µM] | 13% | -17% | -3% | 1% | -1% | -8% | -4% | 0%
CCOC(=O)/C(=N\Nc1cc(C(F)(F)F)ccc1Cl)N(CC)CC | 3.5µM* | ? | -15% | -2% | -30% | -2% | -15% | -9% | 13%
COc1cccc(C(=O)NCc2nc(-c3ccccc3)no2)c1OC | 1%[59 µM] | 0% | -14% | nt | -6% | -2% | -7% | 2% | -1%
Cc1c(NC(=O)CSc2nncc3ccccc23)c(=O)n(-c2ccccc2)n1C | ? | 1% | -12% | 0% | 3% | 16% | -2% | -4% | 11%
O=C(O)CSc1nc(-c2ccccc2)cc(=O)[nH]1 | 5%[59 µM] | -2% | 8% | 2% | -25% | -1% | 4% | -2% | 0%
COc1ccc(C2CC(=O)C=C(NCCC(C)C)C2)cc1 (stereo unspecified) | 20%[59 µM] | 3% | -17% | -2% | 2% | 2% | 3% | 2% | -3%
COc1cccc2cc(-c3n[nH]c(=S)n3C)oc12 | 7.1µM* | -28% | -11% | 1% | 7.9µM* | -2% | -6% | -1% | 142%[activator]
O=C(NCc1ccco1)Nc1cccc([N+](=O)[O-])c1 | 29% | -38% | -15% | -4% | -24% | 5% | 2% | -4% | -4%
N#Cc1c(NC(=O)c2ccc(N3CCOCC3)c([N+](=O)[O-])c2)sc2c1CCCC2 | 24%[59 µM] | -27% | -20% | -1% | 1% | 21% | -3% | -7% | 145%[activator]
COc1cc(S(=O)(=O)N(Cc2cccs2)C2CC2)ccc1-n1cnnn1 | nt | nt | -7% | nt | 2% | nt | 4% | nt | 24%
CCOCCCNc1nc(C(F)(F)F)nc2c1nnn2Cc1ccccc1Cl | -5% | 2% | -26% | -17% | 3% | 10% | -7% | -6% | ?
COCCn1c(=O)c(-c2cc(F)cc(F)c2)nc2cnc(OC)nc21 | -2%[12.7 µM] | nt | nt | -2% | nt | nt | 0%[60.1 µM] | -1% | nt
COc1ccc(CCNC(=O)CCNS(=O)(=O)c2cccc3nsnc23)cc1OC | -45%[59 µM] | 3% | 7% | -3% | -12% | 1% | 0% | 2% | 5%
O=C(CCC(=O)NCc1ccccc1)NCc1ccccc1 | ? | -27% | 1% | 27% | 4% | 2% | -2% | -2% | 0%
Cc1cccc(NC(=O)CCNS(=O)(=O)c2cccc3nonc23)c1C | -5% | 9% | 1% | 0% | -2% | -1% | -12% | 1% | -7%
COCCn1c(=O)c2c(nc3n2CC(C)CN3CCc2ccccc2)n(C)c1=O (stereo unspecified) | -34% | -20%[57.1 µM] | 2% | 37% | -16% | -12% | 3% | 0% | 8%
CCOc1ccccc1Nc1nnc(SCc2nnc(-c3cc(OC)c(OC)c(OC)c3)o2)s1 | -20%[59 µM] | -30% | -7% | -3% | -23% | 8% | -17% | -8% | 8%
Cc1cc(OCCCCCn2ccnc2)cc(C)c1Cl | -43%[59 µM] | ? | -23% | 8% | ? | -13% | -7% | -1% | 44%[activator]
CCOC(=O)NN1C(=O)c2ccccc2NC1c1cccnc1 (stereo unspecified) | ? | -18% | -15% | 9% | -7% | -15% | -3% | -2% | 56%[activator]
O=C(O)/C=C/C(=O)NC1CCS(=O)(=O)C1 (stereo unspecified) | 3.2µM* | ? | -8% | 0% | -7% | 4% | -8% | -12% | 51%[activator]
CCCCC(O)(c1ccccc1)C(CN1CCOCC1)c1ccccc1 (stereo unspecified) | -11% | 2% | -5% | 23% | -7% | -25% | 11% | -8% | 12%
CCCCn1c(C(C)NC(=O)CCC)nc2ccccc21 (stereo unspecified) | -30% | -2% | -8% | 2% | -6% | 0% | -3% | 0% | 11%
O=C(CSc1nccn1-c1ccc(F)cc1)NCc1ccc(F)cc1 | ? | ? | -17% | -2% | -6% | 10% | 6% | -3% | 115%[activator]
COc1ccc(/C=C/C(=O)O)cc1S(=O)(=O)N1CCc2ccccc2C1 | ? | -26% | ? | 2% | -9% | ? | -11% | 2% | ?
O=C(O)c1cccc(NC(=O)c2ccccc2NC(=O)c2cccc([N+](=O)[O-])c2)c1 | nt | -7% | 6% | 1% | -15% | 7% | -15% | -5% | -18%
CSc1cccc(NC(=S)Nc2cc(C)ccc2C)c1 | -26% | -20% | -21% | 0% | ? | -11% | -6% | -7% | 47%[activator]
CCn1cc(S(=O)(=O)Nc2cccnc2)cn1 | -9% | 6% | -19% | 16% | -17% | 23% | -10% | -3% | 36%
CCOc1ccc(CC(=O)NCCc2csc(-c3ccc(C(F)(F)F)cc3)n2)cc1 | -2%[59 µM] | -8% | 6% | nt | -8% | -19% | -8%[60.1 µM] | 0% | -20%
Cc1noc(C)c1C(=O)OC(C)C(=O)Nc1ccc(C(N)=O)cc1 (stereo unspecified) | -12%[12.7 µM] | 9% | 6% | -4% | -4% | nt | 1% | nt | -12%
COc1cc2ccccc2cc1C(=O)N1CC(C)OC(C)C1 (stereo unspecified) | nt | nt | -15% | nt | -5% | nt | -2% | nt | 26%
Cc1ccccc1NC1=C(Cl)C(=O)OC1NC(=O)c1ccccc1 (stereo unspecified) | -27%[59 µM] | -9% | 0% | 8% | 1% | -13% | -6% | -4% | 29%
Cc1c(OCC(=O)C(C)(C)C)ccc2c3c(c(=O)oc12)CCCC3 | 12% | -20% | -5% | 21% | -5% | -22% | 7% | -7% | 47%[activator]
CCN(CC)c1ccc(CN(C(=O)Cc2coc3ccc(C)cc23)C2CCS(=O)(=O)C2)cc1 (stereo unspecified) | 10µM* | 10µM* | -23% | nt | ? | -13% | 7% | -9% | ?
Cc1cc(C)c2sc(NC(=O)C3CC3)nc2c1 | nt | -5% | -16% | 4% | -4% | 29% | 5% | -3% | -13%
Cc1cccc(N(CC(=O)N2CCN(C)CC2)S(=O)(=O)c2ccccc2)c1 | -4% | -17% | -1% | 0% | -14% | -13% | -7% | -2% | 21%
COc1cc(C2C3=C(COC3=O)Oc3cc4c(cc32)OCO4)ccc1O (stereo unspecified) | nt | nt | -1% | nt | -27% | nt | -7% | nt | 14%
Cc1c(Br)cc(C(=O)NCCCN2CCOCC2)c(C)c1C | -4%[12.7 µM] | -12% | 5% | -2% | -18% | -1% | -8% | 1% | 3%
O=C(NCCN1CCOCC1)c1ccc(Cl)c(S(=O)(=O)NCc2ccccc2)c1 | nt | nt | -3% | -1% | -13% | nt | -13% | nt | 14%
CCOc1ccc(CNC23CN4CN(CN(C4)C2)C3)cc1 | 25% | 2% | 8% | 0% | -16% | 42% | 6% | 2% | 32%[activator]
COc1ccc(NC(=O)C2=C(C)Nc3ncnn3C2c2sccc2C)cc1 (stereo unspecified) | 3%[59 µM] | -1% | -6% | nt | -13% | 3% | -10%[60.1 µM] | 2% | -5%

Whole records, quoted from the list. Screens in order: G9a inh, BAZ2B inh, POLH inh, APE1 inh, JMJD2A Tudor, Pol beta inh, Pol kappa inh, BLM helicase inh, Pol iota inh
CCCC(=O)n1nc(NCc2ccc(OC)cc2)nc1NCc1ccc(OC)cc1 across the screens: 0%, -22%, -27%, 1%, 2%, -1%, -6%, -15%, 0%
COc1ccc(CCNC(=O)CCNS(=O)(=O)c2cccc3nsnc23)cc1OC across the screens: -45%[59 µM], 3%, 7%, -3%, -12%, 1%, 0%, 2%, 5%
